# HIF act = HIF pathway transcriptional activators, primary screen, cell-based, U2OS HRE-luciferase, luminescence. U2OS HRE-luciferase reporter; normalized: DMSO 0%, desferrioxamine 100%. activation, % at 7.5 µM (by protocol). actives 0.32% (n = 300,000);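 active means mean activation of at least 10% of the iron chelator positive control signal, with at least half of replicates also reaching 10%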
# TRPC4 agonist = activators of mouse TRPC4 channel, primary screen, Fluo4 calcium, HEK293 TRPC4beta/mu-opioid cells. Short transient receptor potential channel 4 (Mus musculus), Q9QUQ5. Fluo4 calcium fluorescence; stronger effect = higher value. B-score at 10 µM. actives 0.49% (n = 310,000). AID 2237, 2010;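 active means B-score above 5 SD of library B-scores, and initial fluorescence ratio not above library mean plus 5 SD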;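 further: positive B-score marks a calcium rise read as TRPC4 activation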
#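 System – HEK293 cells stably co-expressing mouse TRPC4beta and mu-opioid receptor · Signal – Fluo4 calcium-sensitive dye fluorescence, kinetic, 1 Hz baseline · Benchmarks – buffer (low) and maximal DAMGO (high) · Read-out – B score of integrated fluorescence ratio per well · Incubation – dye loading 45 min room temperature, 110 s kinetic read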
# TRPC4 block = inhibitors of mouse TRPC4 channel, primary screen, Fluo4 calcium, HEK293 TRPC4beta/mu-opioid cells | actives 0.39% (n = 300,000) | AID 2247, 2010 | Short transient receptor potential channel 4 (Mus musculus), Q9QUQ5 | DAMGO-evoked Fluo4 calcium flux; stronger effect = lower value | B-score at 10 µM;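 active means B-score over 3 SD under the library average, no early fluorescence shift, positive overall ratio signal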
#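 Assay system – HEK293 line stably carrying TRPC4beta and mu-opioid receptor · Doses – single dose · Detection – Fluo4 calcium-dye fluorescence, kinetic read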
# TRPC6 activator = mouse TRPC6 channel activators, primary screen, cell-based, HEK293, membrane potential dye. actives 0.13% (n = 310,000). Short transient receptor potential channel 6 (Mus musculus), Q61143. HEK293-TRPC6 membrane potential dye fluorescence; stronger effect = higher value. B-score at 10 µM. AID 2550, 2010;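 active means B-score of the integrated fluorescence ratio above library mean plus 3 SD, and starting fluorescence ratio within library mean plus 5 SD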;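 further: higher score means more depolarization so channel activation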
# Target sequence (Q61143 whole entry, looked up): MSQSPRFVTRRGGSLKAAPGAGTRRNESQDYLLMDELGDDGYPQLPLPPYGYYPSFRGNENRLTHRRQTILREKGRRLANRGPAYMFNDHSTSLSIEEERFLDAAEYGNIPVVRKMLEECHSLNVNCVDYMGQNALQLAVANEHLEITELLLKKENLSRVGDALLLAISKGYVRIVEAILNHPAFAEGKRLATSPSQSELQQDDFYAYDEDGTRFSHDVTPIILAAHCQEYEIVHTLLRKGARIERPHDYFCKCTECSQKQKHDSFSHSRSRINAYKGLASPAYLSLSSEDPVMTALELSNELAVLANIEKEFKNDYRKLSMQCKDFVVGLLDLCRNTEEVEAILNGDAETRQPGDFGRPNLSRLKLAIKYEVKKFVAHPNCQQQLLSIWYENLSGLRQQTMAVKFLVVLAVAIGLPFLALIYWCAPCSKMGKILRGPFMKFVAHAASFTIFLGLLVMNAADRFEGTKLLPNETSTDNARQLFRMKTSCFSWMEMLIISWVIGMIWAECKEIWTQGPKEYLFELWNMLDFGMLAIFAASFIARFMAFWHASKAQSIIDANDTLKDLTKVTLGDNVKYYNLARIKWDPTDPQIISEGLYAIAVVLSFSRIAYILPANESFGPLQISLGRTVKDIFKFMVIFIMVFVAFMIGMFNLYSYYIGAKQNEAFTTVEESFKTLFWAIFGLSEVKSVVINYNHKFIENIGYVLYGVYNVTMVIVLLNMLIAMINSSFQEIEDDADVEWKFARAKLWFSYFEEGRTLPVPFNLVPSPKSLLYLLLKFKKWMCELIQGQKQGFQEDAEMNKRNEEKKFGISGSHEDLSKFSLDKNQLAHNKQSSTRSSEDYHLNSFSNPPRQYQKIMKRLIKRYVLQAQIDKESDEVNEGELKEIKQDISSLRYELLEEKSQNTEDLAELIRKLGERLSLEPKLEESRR
# AI-2 QS mod = Vibrio harveyi AI-2 quorum sensing modulators, primary screen, JMH597 strain, luminescence/OD600 ratio; Vibrio harveyi JMH597 AI-2 luminescence/OD600 ratio, 9 h; stronger effect = lower value; strain lacks LuxN and CqsS sensors; 0 = neutral-control median; activity change, % at 7.5 µM; actives 0.4% (n = 300,000); AID 2094, 2009; in the data active means activity change below about -75%, passing the limit was not always enough;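 further: luminescence divided by OD600 gain over 9 h not by final OD600 alone; inactives centre near 13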
# MrgX1 antagonist = antagonists of human MrgX1 receptor, primary screen, HEK293 cells, Fluo-4 calcium flux | Mas-related G-protein coupled receptor member X1 (Homo sapiens), Q96LB2 | BAM8-22 antagonism; stronger effect = lower value | B-score at 10 µM | actives 1.3% (n = 310,000);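 active means calcium-response B-score plate-corrected more than 3 library SD below zero, starting fluorescence within 5 deviations, no agonist response on first addition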;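 further: peak minus trough fluorescence over baseline after final BAM8-22 challenge near maximal dose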
# TRPC6 inhibitor = mouse TRPC6 channel inhibitors, primary screen, cell-based, HEK293, membrane potential dye. actives 1.1% (n = 310,000). B-score at 10 µM. ACh-evoked depolarization; stronger effect = lower value;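 active means B-score under library mean minus 3 SD, initial fluorescence not abnormally high, positive integrated signal ratio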;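 further: B-score derived from integrated fluorescence ratio over the kinetic read; more negative B-score means stronger inhibition of depolarization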
# MrgX1 agonist = agonists of human MrgX1 receptor, primary screen, HEK293 cells, Fluo-4 calcium flux | B-score at 10 µM | Mas-related G-protein coupled receptor member X1 (Homo sapiens), Q96LB2 | actives 0.44% (n = 310,000) | Fluo-4 calcium fluorescence, agonist mode; stronger effect = higher value;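 active means calcium response B-score plate-corrected fluorescence ratio at least 3 library SD, with starting fluorescence B-score inside 5 SD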
#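 Test system: Stable human MrgX1 HEK293 cell line | Schedule: Overnight plating before 1 h dye loading | Read-out basis: Baseline-normalised fluorescence change ratio, B-scored | Detection: Kinetic calcium dye fluorescence, Fluo-4 NW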
# PolyA inhibitor = polyadenylation inhibitors in yeast reporter cells, primary screen, luminescence, S. cerevisiae; S. cerevisiae SKY197-pL101 polyadenylation reporter, beta-gal luminescence; efflux-impaired pdr1/pdr3 knockout yeast; score 100 = 6 SD above DMSO; AID 1875, 2009; actives 0.02% (n = 300,000); calls only at 12 µM;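 active means lowest replicate activity score at least 50, where 100 means six control SD above control mean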;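 further: yeast exposed to compound for 9 h at 30 °C; higher score means more reporter readthrough which indicates perturbed polyadenylation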
# TRPC4 potent = positive allosteric modulators of TRPC4, primary screen, cell-based, mouse TRPC4beta, HEK293 mu-opioid, Fluo-4 calcium; DAMGO EC20, Fluo-4 Ca2+ flux; stronger effect = higher value; actives 0.42% (n = 310,000); B-score at 10 µM; Short transient receptor potential channel 4 (Mus musculus), Q9QUQ5;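 active means B-score of calcium response area above 5 SD of library B-scores, with initial fluorescence ratio within 5 SD of library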;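 further: B-score of integrated fluorescence ratio over time as area under calcium response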
# MrgX1 PAM = positive allosteric modulators of MrgX1, primary screen, HEK293 cells, Fluo-4 calcium flux | Mas-related G-protein coupled receptor member X1 (Homo sapiens), Q96LB2 | FDSS; stronger effect = higher value | B-score at 10 µM | actives 0.63% (n = 310,000);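 active means plate-corrected calcium response at least 3 library SD above typical, normal starting fluorescence, not activating the receptor alone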;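 further: compound read alongside a low EC10 to EC30 dose of BAM8-22 agonist; peak minus trough fluorescence over baseline measured at the second addition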
# The depositor's hits bear a star; i = inactive; . = no result given.
SMILES,HIF act,TRPC4 agonist,TRPC4 block,TRPC6 activator,AI-2 QS mod,MrgX1 antagonist,TRPC6 inhibitor,MrgX1 agonist,PolyA inhibitor,TRPC4 potent,MrgX1 PAM
O=C(O)c1cnn2c1NC(c1ccc(F)cc1)CC2C(F)(F)F (configuration not stated),-12,i,i,i,2,i,i,i,i,i,i
CCOc1ccc(N2C(=O)C(CC(=O)Nc3ccccc3)N(Cc3ccccn3)C2=S)cc1 (configuration not stated),0.5,i,i,i,11,i,i,i,i,i,i
Cc1ccc(C(=O)NCCc2nnc3ccc(SCC(=O)NCc4ccc(F)cc4)nn23)cc1,-0.1,i,i,i,6,i,i,i,i,i,i
COc1ccc(OC)c(NC(=S)NCC(c2cccnc2)N2CCOCC2)c1 (configuration not stated),0.0,i,i,i,7,i,i,i,i,i,i
NC1=NC(=O)/C(=C/C=C/c2cccs2)S1,0.2,i,i,i,25,i,i,i,i,i,i
COc1ccccc1NC(=O)c1ccc(-n2cccn2)c([N+](=O)[O-])c1,0.9,i,i,i,8,i,i,i,i,i,i
COC(=O)C1Sc2[nH]c(=O)sc2C2c3ccccc3OC(=O)C12 (configuration not stated),-1.2,i,i,i,24,i,i,i,i,i,i
COCCNC(=O)C1CCN(S(=O)(=O)c2ccccc2)CC1,-0.1,i,i,i,34,i,i,i,i,i,i
O=C(Nc1ccccc1N1CCCC1)c1cccc(F)c1,-0.2,i,i,i,7,i,i,i,i,i,i
O=C1c2ccccc2C(=O)N1CCCCSc1nnnn1-c1ccccc1,-0.1,i,i,i,-17,i,i,i,i,i,i
COc1ccc(NC(=S)N2CCN(C(c3ccccc3)c3ccccc3)CC2)c(OC)c1,0.1,i,i,i,19,i,i,i,i,i,i
CCOC(=O)CSc1nnc(NC(=O)c2cccc(S(=O)(=O)N3CCCC3)c2)s1,-0.1,i,i,i,8,i,i,i,i,i,i
O=C(Cn1cc([N+](=O)[O-])cn1)N1CCN(c2ccccc2)CC1,-3.5,i,i,i,23,i,i,i,i,i,i
O=C(OCC(=O)N1CCc2ccccc21)c1ccccc1F,0.9,i,i,i,-9,i,i,i,i,i,i
Cc1ccc(C2=NC3(CCCC3)N=C2SCC(=O)Nc2ccc3c(c2)OCCO3)cc1,0.0,i,i,i,41,i,i,i,i,i,i
Cc1cccc(NC(=S)N2CCC(c3nc4ccccc4o3)CC2)c1,-0.6,i,i,i,-16,i,i,i,i,i,i
COC(=O)c1ccc(C(=O)OC)c(NC(=O)COC(=O)C2CCCCC2)c1,-0.3,i,i,i,9,i,i,i,i,i,i
CC1=C(C(=O)NCCCOC(C)C)C2(CCC(C)CC2)OC1=O (configuration not stated),-0.2,i,i,i,25,i,i,i,i,i,i
Cc1c(NC(=O)Nc2cccc(Cl)c2Cl)c(=O)n(-c2ccccc2)n1C,-0.8,i,i,i,21,i,i,i,i,i,i
COc1ccc(OC)c(C2=NOC(C(=O)NCc3ccccn3)C2)c1 (configuration not stated),-0.2,i,i,i,10,i,i,i,i,i,i

# The list goes on (two carried over from the part before).
SMILES,HIF act,TRPC4 agonist,TRPC4 block,TRPC6 activator,AI-2 QS mod,MrgX1 antagonist,TRPC6 inhibitor,MrgX1 agonist,PolyA inhibitor,TRPC4 potent,MrgX1 PAM
Cc1c(NC(=O)Nc2cccc(Cl)c2Cl)c(=O)n(-c2ccccc2)n1C,-0.8,i,i,i,21,i,i,i,i,i,i
COc1ccc(OC)c(C2=NOC(C(=O)NCc3ccccn3)C2)c1 (configuration not stated),-0.2,i,i,i,10,i,i,i,i,i,i
O=C(NN(CC(O)COc1ccccc1)CC(O)COc1ccccc1)c1ccccc1 (configuration not stated),0.1,i,i,i,5,i,i,i,i,i,i
O=C(Oc1cccc(N2C(=O)CCC2=O)c1)C1CC(=O)N(c2ccc(F)cc2)C1 (configuration not stated),.,i,i,i,10,i,i,i,i,i,i
CCN(c1ccccc1)S(=O)(=O)c1cc2c3c(c1)CCN3C(=O)CC2,-64,i,i,i,5,i,i,i,i,i,i
CCOC(=O)C1=C(C)OC(N)=C(C#N)C1C1CCCCC1 (configuration not stated),0.3,i,i,i,5,i,i,i,i,i,i
C=CCn1c(SCC(=O)Nc2ccc(C(=O)OCC)cc2)nnc1-c1cccs1,-1.0,i,i,i,9,i,i,i,i,i,i
N/C(CC(=O)NC1CCCCC1)=N\OCC(=O)Nc1ccc(Cl)c(Cl)c1,-0.9,i,i,i,10,i,i,i,i,i,i
Cc1ccccc1CN1CCC(n2nccc2NC(=O)CCOc2ccccc2)CC1,0.2,i,i,i,51,i,i,i,i,i,i
O=C(NCc1ccncc1)C(=O)NCc1ccncc1,0.8,i,i,i,12,i,i,i,i,i,i
CC(NC(=O)COc1ccc(N(C)S(=O)(=O)c2ccccc2)cc1)c1ccccc1 (configuration not stated),-0.2,i,i,i,21,i,i,i,i,i,i
CC(C)c1nc(SCC(=O)N2CCOCC2)c2c(=O)n(C)c(=O)n(C)c2n1,-0.2,i,i,i,0,i,i,i,i,i,i
O=C(CN1c2ccccc2Sc2ccccc21)NNC(=O)Nc1ccc(Cl)c(Cl)c1,0.1,i,i,i,9,i,i,i,i,i,i
CCc1ccc(OCCSc2nc3ccccc3n2CC(=O)O)cc1,0.0,i,i,i,7,i,i,i,i,i,i
O=[N+]([O-])c1ccc(N2CCN(c3ccc(F)cc3)CC2)cc1,-8.7,i,i,i,8,i,i,i,i,i,i
COc1ccc(Cl)cc1C(=O)NCC#N,-0.1,i,i,i,5,i,i,i,i,i,i
CCc1nc(OCCN(C)C)c2oc3ccccc3c2n1,1.0,i,i,i,23,i,i,i,i,i,i
Cc1ccc2nc(Cn3cc(C(F)(F)F)cc(Cl)c3=O)cc(=O)n2c1,0.3,i,i,i,17,i,i,i,i,i,i
COc1ccc2c(c1)C1OCCC1C(c1ccco1)N2 (configuration not stated),0.5,i,i,i,-2,i,i,i,i,i,i
Nc1nc(-c2cccnc2)nn1C(=O)c1ccccc1Cl,-0.5,i,i,i,24,.,i,.,i,i,.
CCOc1ccc(NC(=S)NC(C)c2cccs2)cc1 (configuration not stated),0.1,i,i,i,-4,i,i,i,i,i,i
O=C1c2ccccc2C(=O)N1OCc1ccc(Cl)cc1,0.2,i,i,i,3,i,i,i,i,i,i
CCOC(=O)c1c(C)[nH]c(C)c1S(=O)(=O)N1CCN(C(=O)c2ccco2)CC1,.,i,i,i,33,i,i,i,i,i,i
CCCCC(=O)OCC(=O)Nc1ccc(C)c(F)c1,1.2,i,i,i,3,i,i,i,i,i,i
CCn1c(C)c(C)c2cc(C(=O)N3CCc4ccccc4C3)ccc21,3.3,i,i,i,17,i,i,i,i,i,i
Cc1cc(N2CCOCC2)nc(N)n1,-1.1,i,i,i,11,i,i,73*,i,i,i
CCCCCCCOC(=O)C1=C(C)Nc2ncnn2C1c1cccs1 (configuration not stated),0.0,i,i,i,44,i,i,i,i,i,i
CCOc1ccc(NC(=S)N(CCc2c(C)[nH]c3ccccc23)Cc2ccco2)cc1,-0.4,i,i,i,11,i,i,i,i,i,i
COc1ccc(OCC(=O)N2CCN(C(=O)c3cccc(F)c3)CC2)cc1,-0.1,i,i,i,-5,i,i,i,i,i,i
O=C(O)Cc1ccc(NCc2ccccc2Cl)cc1,.,i,i,i,17,i,i,i,.,i,i
COC(=O)c1ccc(Cn2cc(Cl)cn2)cc1,0.2,i,i,i,9,i,i,i,i,i,i
CCOC(=O)Cc1csc(NC(=S)NC(=O)c2cc(OC)cc(OC)c2)n1,-0.3,i,i,i,16,i,i,i,i,i,i
COc1cc(C(c2oc(CO)cc(=O)c2O)c2oc(CO)cc(=O)c2O)cc(OC)c1OC,0.0,i,i,i,35,i,i,i,i,i,i
CC(C)Cc1cc(C(=O)O)n[nH]1,0.6,i,i,i,33,i,i,i,i,i,i
CCN1CCC(NC(=O)Nc2ccc(F)cc2F)CC1,0.0,i,i,i,15,i,i,i,i,i,i
CC(C)CC(=O)Nc1ccc(C(=O)NNC(=O)C(c2ccccc2)c2ccccc2)cc1,-0.1,i,i,i,18,i,i,i,i,i,i
CC1=C(C(=O)Nc2cc(C)ccn2)C(c2cnn(C)c2)C2=C(CC(c3ccccc3)CC2=O)N1 (configuration not stated),-49,i,i,i,2,i,i,i,i,i,i
Cc1ccc(/C=C/C(=O)Nc2ccc(O)c3c(=O)cc(-c4ccccc4Cl)oc23)cc1,-0.7,i,i,i,26,i,i,i,i,i,i
Cc1cc(CO)nn1-c1ccc([N+](=O)[O-])cc1,0.1,i,i,i,51,i,i,i,i,i,i
CC(C)C[C@H](NC(=O)c1[nH]cnc1C(=O)N[C@@H](C)c1ccccc1)C(=O)OCc1ccccc1,-0.7,i,i,i,19,i,i,i,i,i,i
O=C(CCCN1C(=O)c2cccc3cccc(c23)C1=O)Nc1nccs1,0.2,i,i,i,15,i,i,i,i,i,i
N#C/C(=C\c1cccnc1)c1nc2ccccc2[nH]1,0.0,i,i,i,-4,i,i,i,i,i,i
COc1ccc(C(=O)CN(Cc2ccccc2)C2=NCCS2)cc1,-0.1,i,i,i,15,i,i,i,i,i,i
O=C(Cc1coc(-c2ccc(F)cc2)n1)NC1CCCCC1,-0.4,i,i,i,16,i,i,i,i,i,i
CCOCCCNC(=O)C(Cc1ccccc1)NS(=O)(=O)c1ccc2c(c1)c(=O)n(C)c(=O)n2C (configuration not stated),-0.2,i,i,i,16,-5.8*,i,i,i,i,i
N#Cc1cccc(NC(=O)CC2CCCC2)c1,-0.1,i,i,i,1,i,i,i,i,i,i

# High-throughput results from PubChem BioAssay.

# Only part of the results is shown; count on the stated rates, not on these rows.
